NPR2 activator = human GC-B receptor activators, primary screen, HEK293 GC-B cells, cGMP TR-FRET, EC30 CNP | Atrial natriuretic peptide receptor 2 (Homo sapiens), P20594 | 0% at EC30 CNP, 100% saturating CNP | activation, % at 10 µM | 0.11% of 370,000 active;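 active = activation at 10 µM reaching about 35% in either raw or pattern-adjusted values, limit read from the data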
GC-A act = GC-A stimulated cGMP production enhancers – HEK293 GC-A cells, cGMP TR-FRET, EC30 ANP, primary screen. 0.14% of 370,000 active. Atrial natriuretic peptide receptor 1 (Homo sapiens), P16066. activation, % at 10 µM. 0% at EC30 ANP, 100% saturating ANP; in the data active = activation above about 40%
HGIII-sPLA2 inh = human group III sPLA2 inhibitors, primary screen, biochemical, QFRET, BODIPY PC-A2 liposome substrate. inhibition, % at 12.2 µM. AID 743126, 2013. QFRET BODIPY PC-A2 liposome hydrolysis, fluorescence. 0.56% of 370,000 active. Group 3 secretory phospholipase A2 (Homo sapiens), Q9NZ20;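 active = inhibition above mean plus 3 SD of compounds lying within the high and low control bounds, cut at about 19% in these data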;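 also: 0% = median of test compound wells and 100% = no enzyme DMSO wells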
Target sequence (Q9NZ20 whole entry, looked up): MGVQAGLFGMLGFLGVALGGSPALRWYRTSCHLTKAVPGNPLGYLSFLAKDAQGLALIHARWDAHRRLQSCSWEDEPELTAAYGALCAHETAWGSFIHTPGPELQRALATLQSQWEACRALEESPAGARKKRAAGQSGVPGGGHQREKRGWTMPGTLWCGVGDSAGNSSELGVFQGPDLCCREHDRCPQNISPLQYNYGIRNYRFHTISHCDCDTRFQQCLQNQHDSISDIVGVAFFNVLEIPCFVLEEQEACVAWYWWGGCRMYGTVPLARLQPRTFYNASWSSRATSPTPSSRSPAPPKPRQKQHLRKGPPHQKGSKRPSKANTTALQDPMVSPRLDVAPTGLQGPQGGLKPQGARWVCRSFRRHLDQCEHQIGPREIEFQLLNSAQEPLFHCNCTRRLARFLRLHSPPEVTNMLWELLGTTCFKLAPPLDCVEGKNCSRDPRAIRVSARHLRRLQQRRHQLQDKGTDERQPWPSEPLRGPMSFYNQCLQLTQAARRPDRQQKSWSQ
DDE Tn6 FP inh = inhibitors of Tn6 peptide binding to fibrin DD(E), primary screen, biochemical, fluorescence polarization, human fibrin, Tn6 probe. Fibrinogen beta chain (Homo sapiens), P02675. Fibrin DD(E) TRITC-Tn6 fluorescence polarization displacement. inhibition, % at 8.3 µM. 0.21% of 370,000 active;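 active = inhibition above a per-campaign cutoff: mean of compounds within control limits plus 3 SD, cut at about 15% in these data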;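 also: 0% = median of all compound wells on the plate and 100% = blocking peptide control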
GAA850 FXN act = FXN promoter activators, primary screen, cell-based, luciferase luminescence, HEK293 lucGAA850; HEK293 lucGAA850 FXN promoter luciferase reporter, 24 h; percent of 10 µM SAHA response; activation, % at 6 µM; 0.56% of 360,000 active; AID 540364, 2011;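 active = activation above the average of all compounds screened plus 3 SD, cutoff fixed separately per campaign, cut at about 7.5% in these data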;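 also: 0% = DMSO wells and 100% = 10 µM SAHA wells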
proKLK7 act = proKLK7 zymogen activators, primary screen, biochemical, fluorescence intensity; AID 652039, 2013; purified proKLK7, EDANS-DABCYL substrate fluorescence; 100% is mature enzyme control, 0% vehicle; Kallikrein-7 (Homo sapiens), P49862; 0.9% of 370,000 active; activation, % at 7 µM;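 active = activation above the mean of all tested compounds plus 3 SD, computed per campaign excluding outliers beyond control limits, cut at about 13% in these data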
ASAP1 inh = inhibitors of human ASAP1 ArfGAP activity, primary screen, biochemical, fluorescence polarization; ASAP1-stimulated ARF1 GTP hydrolysis, GDP FP detection; inhibition, % at 16.5 µM; 0.19% of 360,000 active; in the data active = inhibition above about 25%;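 also: 0% = vehicle with enzyme and substrate and 100% = no enzyme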
Target sequence (Q9ULH1 325-724 limits assumed): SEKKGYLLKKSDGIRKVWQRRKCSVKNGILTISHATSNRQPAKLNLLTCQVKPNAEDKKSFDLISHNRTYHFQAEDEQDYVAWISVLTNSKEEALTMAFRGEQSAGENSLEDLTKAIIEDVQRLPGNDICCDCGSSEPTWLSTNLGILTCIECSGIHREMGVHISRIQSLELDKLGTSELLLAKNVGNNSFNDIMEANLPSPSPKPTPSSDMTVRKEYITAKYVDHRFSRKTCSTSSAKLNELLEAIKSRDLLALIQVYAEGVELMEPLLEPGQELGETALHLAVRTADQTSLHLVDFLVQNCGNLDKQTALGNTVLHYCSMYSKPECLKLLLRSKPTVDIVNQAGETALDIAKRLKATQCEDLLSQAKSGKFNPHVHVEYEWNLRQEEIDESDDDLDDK
ADAM10 inh = human ADAM10 inhibitors, primary screen, biochemical, QFRET, HTS. recombinant ADAM10, EDANS/DABCYL FRET peptide cleavage, 3 h. inhibition, % at 7 µM. 0.62% of 370,000 active;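 active = inhibition above a per-campaign cutoff equal to the mean of compounds falling between control-based bounds plus 3 SD, cut at about 20% in these data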;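 also: 0% = DMSO wells while the 100% control is not disclosed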
ARFGAP1 inh = inhibitors of rat ARFGAP1 GAP activity, primary screen, biochemical, fluorescence polarization, GDP tracer; ADP-ribosylation factor GTPase-activating protein 1 (Rattus norvegicus), Q62848; 0.26% of 360,000 active; inhibition, % at 16.5 µM; Arfgap1-stimulated ARF1 GTP hydrolysis, GDP FP detection;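 active = inhibition above a per-plate limit, mean inhibition of low control wells plus 3 SD, cut at about 25% in these data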;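 also: 0% = DMSO wells with enzyme and 100% = wells lacking Arfgap1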
Target sequence (Q62848 1-136 limits assumed): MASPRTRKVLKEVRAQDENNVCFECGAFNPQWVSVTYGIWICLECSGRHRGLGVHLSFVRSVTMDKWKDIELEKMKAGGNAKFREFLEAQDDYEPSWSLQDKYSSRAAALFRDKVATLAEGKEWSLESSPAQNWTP
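Material: rat Arfgap1 catalytic domain, aa 1-136; also added: human ARF1(Δ1-17)-GTP substrate; compound dosing: one concentration, 16.5 µM, DMSO 1.26%; incubation: GTP hydrolysis reaction 2 h at 25 °C; measured by: Tracer-displacement fluorescence polarization with EDTA stop, 620/688 nm; evaluation: % inhibition from polarization; repeats: one replicate per compound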
rCAG binder = binders of r(CAG) RNA repeats, primary screen, biochemical, fluorescence. r(CAG) RNA repeat, TO-PRO-1 dye displacement fluorescence. inhibition, % at 3 µM. 1.3% of 370,000 active. AID 651821, 2012;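 active = inhibition above the plate cutoff, the mean of all test compounds on that plate plus 3 SD, cut at about 35% in these data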;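 also: 0% = DMSO alone and 100% = 100 µM mitoxantrone as full dye displacement; higher means more dye released from RNA so lower well fluorescence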
An asterisk follows results filed as active; i = inactive; nt = no result given; & = joins results of further samples. Rows are unselected. Share with any hit: about 4.5%.

SMILES	NPR2 activator	GC-A act	HGIII-sPLA2 inh	DDE Tn6 FP inh	GAA850 FXN act	proKLK7 act	ASAP1 inh	ADAM10 inh	ARFGAP1 inh	rCAG binder
Cc1[nH]c2ccc(-c3nnc(SCC(=O)NCc4ccco4)n3Cc3ccccc3)cc2c1C	-0.2	9.2	-48.1	-3.5	1.4	1.4	-5.8	-2.4	-5.9	10.7
CCc1cc(C(N)=S)ccn1	-2.1&-1.1	2.0&1.1	0.3&-2.8	-8.0&10.1	-1.3&-2.8	-0.1&0.8	0.8&-3.9	-7.4&-5.2	3.3&0.7	3.4&1.1
CCOc1ccc(C=O)cc1CN1CCCCC1	10.2	-1.1	3.8	-3.2	-0.6	-0.6	-11.8	-8.2	8.0	-3.1
COCCNc1oc(-c2ccc(Cl)cc2)nc1C#N	-3.7	19.7	-1.7	-6.5	1.1	22.3*	0.0	i	9.5	-0.6
COc1cccc(NC(=O)COC(=O)c2c(-c3ccccc3)noc2C)c1	-4.8	3.5	-2.1	-8.8	0.0	1.0	14.4	-0.3	-3.2	-2.3
CSc1nsc(SCC(=O)NC2CCCCC2)n1	3.4	0.7	-4.2	6.0	4.6	0.3	-5.3	0.5	-5.2	-4.9
COc1ccc(/C=C2\SC(=S)N(CCC(=O)Nc3ccccc3C(=O)O)C2=O)cc1	-6.2	-5.0	-2.8	-0.8	-1.4	-0.2	-2.7	2.2	3.9	8.3
CCN(CC(=O)Nc1cc(S(=O)(=O)N2CCCCC2)ccc1C)Cc1ccccc1	1.3	0.4	-1.8	3.2	-3.2	0.6	-13.8	3.5	-2.6	-1.3
CCc1nnc(NS(=O)(=O)c2ccc(N=Cc3c(C)[nH]n(-c4cccc(Cl)c4)c3=O)cc2)s1	-2.3	-5.7	7.4	6.2	0.7	0.4	6.7	-6.0	3.0	52.8*
CC(=O)c1ccc(S(=O)(=O)N2CCN(C(=O)/C=C/c3ccc4ccccc4n3)CC2)cc1	-9.8	-5.9	-8.2	3.2	-3.7	-0.2	1.4	-9.5	6.2	5.5
Cc1cc(N2CCNC[C@@H]2C)ccc1N1CCN(Cc2ccccc2)[C@H](C)C1	1.9	-0.8	1.2	2.4	nt	-0.5	-7.2	-14.5	1.9	7.0
CCCC1=Nc2cc(C(=O)N3CCC(C(N)=O)CC3)ccc2Sc2ccccc21	8.7	-3.0	-4.4	-3.7	-0.2	0.2	-11.3	4.9	-9.2	-1.0
COC(=O)c1ccccc1C(=O)N1CCC(CCC(=O)NC2CC2)CC1	-1.8	0.8	1.6	1.5	-0.7	0.2	-5.9	-2.7	-8.7	-4.3
COCCCNC(=O)CS(=O)(=O)Cc1nc(-c2ccccc2C)oc1C	-2.6	-3.9	-3.8	3.4	-0.9	-0.5	5.0	7.0	-11.4	0.2
Cc1ccc(OCc2ccc(C(=O)NCc3cccnc3)cc2)cc1C	-4.6	8.6	-17.3	-2.4	1.1	1.1	7.9	1.5	1.8	-2.5
Cc1ccc2c(c1)NC(=O)C(CC(=O)NCCCN1CCCC1)O2 (configuration not stated)	1.0	-5.3	0.1	14.7	-0.9	-0.6	6.9	-2.6	3.6	5.0
COc1ccc(NS(=O)(=O)c2ccc(C)c(C(=O)OC(C)C(=O)N3CCOCC3)c2)cc1 (configuration not stated)	-0.1	-0.8	-0.4	-10.8	-0.9	0.3	-2.9	7.7	2.9	2.1
C=CCn1c(C)cc(-c2csc(NC)n2)c1C	2.4	2.8	-8.0	6.6	2.1	-0.1	25.7*	-10.9	0.2	6.4
CC(C)(C)CC(C)(C)NC(=S)Nc1ccc(S(=O)(=O)N2CCOCC2)cc1	0.8	-3.2	-24.2	-2.8	2.4	0.0	-2.1	6.9	6.1	10.8
CCC(=O)N1CCc2cc(S(=O)(=O)NCCC(=O)N3CCN(c4cccc(OC)c4)CC3)ccc21	-5.2	0.3	-5.9	-3.4	-1.7	-0.4	6.5	-1.3	5.6	1.0

A stretch from the list above:
SMILES	NPR2 activator	GC-A act	HGIII-sPLA2 inh	DDE Tn6 FP inh	GAA850 FXN act	proKLK7 act	ASAP1 inh	ADAM10 inh	ARFGAP1 inh	rCAG binder
Cc1ccc(OCc2ccc(C(=O)NCc3cccnc3)cc2)cc1C	-4.6	8.6	-17.3	-2.4	1.1	1.1	7.9	1.5	1.8	-2.5
Cc1ccc2c(c1)NC(=O)C(CC(=O)NCCCN1CCCC1)O2 (configuration not stated)	1.0	-5.3	0.1	14.7	-0.9	-0.6	6.9	-2.6	3.6	5.0
COc1ccc(NS(=O)(=O)c2ccc(C)c(C(=O)OC(C)C(=O)N3CCOCC3)c2)cc1 (configuration not stated)	-0.1	-0.8	-0.4	-10.8	-0.9	0.3	-2.9	7.7	2.9	2.1

Further compounds
SMILES	NPR2 activator	GC-A act	HGIII-sPLA2 inh	DDE Tn6 FP inh	GAA850 FXN act	proKLK7 act	ASAP1 inh	ADAM10 inh	ARFGAP1 inh	rCAG binder
O=c1c2ccccc2nc(-c2ccccc2)n1/N=C/c1ccc([N+](=O)[O-])cc1	-2.7	-7.3	6.2	-3.5	-1.5	0.1	5.1	-5.0	-15.5	-1.8
O=C1CCCCN1CCC(=O)N1CCCC(N2CCN(c3cccc(Cl)c3)CC2)C1 (configuration not stated)	4.7	2.3	-0.9	3.8	2.6	0.1	-6.7	-8.0	18.7	-8.7
NC1=Nc2cccc3cccc1c23	-8.6	-2.8	-1.5	37.9*	1.4	52.8*	-7.5	-130.3	-8.2	5.3
O=C1CN(C(=O)/C=C/c2ccc(Br)cc2)CCN1	-0.4	-2.7	-5.4	-7.5	2.2	0.3	-0.8	0.0	-2.7	7.7
CN(C(=O)COC(=O)CCc1nc2ccccc2c(=O)[nH]1)C1CCS(=O)(=O)C1 (configuration not stated)	-1.1	2.8	-3.0	2.7	0.7	0.1	-0.7	8.0	-7.4	0.7
COc1ccc(CCn2c(N3CCN(Cc4ccccc4)CC3)nc3c2c(=O)[nH]c(=O)n3C)cc1	-7.4	-9.3	4.2	0.4	-0.7	0.1	-1.1	-7.3	-8.0	-5.1
COc1ccc(C(=O)NC(=S)N2CCOCC2)cc1[N+](=O)[O-]	5.5	1.1	-3.7	3.0	2.1	0.4	-14.5	-5.8	6.3	-1.3
COC(=O)c1ccccc1S(=O)(=O)N1CCC(C(=O)NCCC2=CCCCC2)CC1	4.5	-0.8	-8.7	-3.5	0.3	-0.3	8.3	3.4	-0.2	0.6
CN1C(=O)N(C)C2(CC1(C)C)CC(C)(C)N(C)C(=O)N2C	2.0	-0.2	3.2	1.3	2.6	0.6	-14.0	3.1	2.3	3.6
Cc1nn(C)c(Oc2cccc(Cl)c2)c1C#N	4.0	-0.6	3.6	7.8	1.2	0.5	2.7	2.6	4.1	-5.4
C[C@@H]1ON(C)[C@H]2C[C@H]3c4[nH]c5c(-c6ccc(Cl)cc6)cccc5c4CCN3C(=O)[C@@H]12	-3.2	-12.3	-4.9	-1.5	nt	0.4	9.5	-20.1	-1.3	6.7
Cc1ncc(CO)c(/C=N/NC(=S)Nc2ccc(Cl)c(Cl)c2)c1O	-4.6	-7.6	-8.6	-10.1	0.4	-46.1	9.2	i	9.3	24.0
COc1cc(CC(=O)OCC(=O)N2CCCCC2)cc(OC)c1OC	1.0	2.5	-1.2	2.5	1.2	-0.1	-2.6	2.2	3.3	-3.8
COC(=O)[C@H]1C[C@H](OC(=O)NCc2ccco2)[C@@]2(O)CN(S(=O)(=O)c3ccc(C)cc3)CC2[C@H]1C(=O)OC (some centres not stated)	5.8	-2.7	-15.8	-0.6	-1.0	1.3	10.3	-5.1	17.3	0.4
COC(=O)c1c(-c2cccc(C)c2)csc1NC(=O)C1CCCO1 (configuration not stated)	4.5	-0.7	-2.0	-2.5	3.2	-0.2	1.8	1.1	-8.1	-2.9
NC(=S)NNC(=O)Nc1ccc(Cl)c(Cl)c1	3.1	2.2	1.9	0.2	1.1	0.2	7.0	-1.9	14.9	0.9
COc1ccc(Nc2nc(N)nc(CN(C)C3CCCCC3)n2)cc1	-0.4	-7.2	-3.6	0.7	2.0	0.8	6.3	0.7	-1.7	-4.9
O=C(NCC1CCCO1)C(=O)NCC(c1ccco1)N1CCN(c2ccc(F)cc2)CC1 (configuration not stated)	3.4	0.5	21.5*	-9.3	-2.5	-0.8	0.4	-4.8	6.7	-9.3
COc1ccc(Cl)cc1NC(=O)CN(C)C(=O)CCc1nc2ccccc2c(=O)[nH]1	0.7	-1.2	-3.7	0.4	1.7	-0.6	-6.8	-4.0	10.0	3.8
COC(=O)c1ccc(COc2ccc(CNCc3ccc(Cl)cc3)cc2)cc1	-4.9	-2.6	3.0	-8.7	3.6	0.1	-0.1	5.0	7.9	-0.4
Cc1cccc(NC(=O)CCS(=O)(=O)c2ccc3nc(C)sc3c2)c1	3.3	1.8	0.8	0.3	0.5	0.2	-9.9	-4.8	3.0	1.0
C[C@H](CO)N1C[C@H](C)[C@@H](CN(C)Cc2ccc(C(=O)O)cc2)Oc2ccc(NS(C)(=O)=O)cc2C1=O	0.5	2.1	5.5	2.2	4.8	-0.8	3.4	-1.0	-1.4	5.8
CC(C)Cn1c(N)c(C(=O)CSc2n[nH]c(N)n2)c(=O)n(C)c1=O	-0.6	0.4	-4.4	-12.2	0.6	-0.3	7.5	-1.6	-3.2	0.2
Cc1nn(-c2nc(-c3ccco3)cc(C(F)(F)F)n2)c(C)c1Cl	-5.3	-3.4	1.2	-3.7	4.0	0.2	-1.1	5.2	8.5	-0.6
Cc1cc(C(=O)CSc2nc3ccccc3[nH]2)c(C)n1C	1.1	-0.8	-0.5	2.8	-1.6	0.0	-7.8	-6.3	3.6	2.7
Cn1c(=O)c2c(nc3n2CCS3)n(C)c1=O	4.4	-0.3	0.8	7.7	-2.2	-0.2	-4.5	-2.8	-0.5	0.3
O=C(NCc1ccccc1Cl)c1ccc2c(c1)SC1=NS(=O)(=O)CCN12	15.8	13.4	-4.9	-1.9	-3.3	-0.1	7.0	-10.1	16.0	5.6
CN(C(=O)c1cccc(NC(=O)Cc2ccc(NC(=O)C3CCCN(C(=O)CCc4ccccc4)C3)cc2)c1)C1CC1 (configuration not stated)	4.9	2.8	-18.4	-6.4	0.0	0.0	12.6	-0.7	2.8	3.1
O=C(CSc1n[nH]c(-c2ccccc2O)n1)NC1CCCCC1	0.3	-2.3	-20.3	1.0	3.4	0.0	4.6	1.3	4.2	3.9
Cc1ccc2[nH]c3c(c2c1)CC/C(=C/c1ccccc1)C3=O	-3.3	2.7	-1.7	2.8	2.8	0.2	2.7	-6.7	4.3	2.2

Screening data as filed in PubChem.
